# TRHR agonist – activates the human TRH receptor; P34981; TRHR cells, calcium flux fluo-8, FDSS agonist mode; activation, % at 2 µM; hit rate 0.18% among 360,000; AID 493084; in the data active = activation above about 30%; note: 0% is about no effect
# Target sequence (P34981 whole entry, looked up): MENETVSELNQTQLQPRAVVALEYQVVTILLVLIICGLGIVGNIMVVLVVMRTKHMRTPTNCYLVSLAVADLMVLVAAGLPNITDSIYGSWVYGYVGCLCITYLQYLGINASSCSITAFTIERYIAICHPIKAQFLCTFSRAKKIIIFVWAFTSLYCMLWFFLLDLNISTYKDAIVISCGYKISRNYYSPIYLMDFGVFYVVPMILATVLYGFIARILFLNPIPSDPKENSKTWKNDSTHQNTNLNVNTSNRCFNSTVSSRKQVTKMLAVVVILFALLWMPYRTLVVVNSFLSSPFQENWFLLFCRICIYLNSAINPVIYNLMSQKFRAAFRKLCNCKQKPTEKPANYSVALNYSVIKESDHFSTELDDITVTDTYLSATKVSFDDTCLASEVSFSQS
#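 Steps: seed TRHR cells overnight; add fluo-8 no-wash Ca dye, RT 30 min–1.5 h; record 10 s baseline; pin-transfer compounds; monitor fluorescence 1 cycle/s for the agonist window. Calcium increases flag candidate agonists.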
# D2 ag – D2 dopamine receptor (human) agonism. activation, % at 2 µM. hit rate 0.53% among 340,000. P14416. AID 485358. HEK293 T-REx D2 cells, calcium flux agonist mode;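 active = activation over 3 SD above normal in the single-dose calcium agonist read, cut at about 30% in these data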; note: 0% is about no effect
#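 Agonism is scored from calcium flux in a force-coupled, inducible HEK293 cell line expressing D2, read kinetically for 180 s after compound addition against dopamine controls.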
# D2 antag – antagonizes the human D2 dopamine receptor. P14416. HEK293 TREx D2 cells, calcium flux, dopamine EC80. inhibition, % at 10 µM. hit rate 2% among 340,000; in the data active = inhibition above about 30%; note: 0% is about no effect
#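 Calcium flux kinetic readout in an inducible HEK293 TREx D2 line plated overnight at 30 C. After 180 s compound exposure, an EC80 dopamine challenge follows with another 180 s kinetic read to detect antagonism.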
# TrxR1 substrate – is turned over as a substrate by rat TrxR1 | Potency, µM (doses to about 114 µM), for inactives: at the highest dose activity change, negative = substrate turnover | purified TrxR1 substrate turnover, NADPH consumption readout | hit rate 0.01% among 390,000; note: potency is the fitted concentration of half-maximal effect; % is set by controls: 0 for no effect and ±100 for the full control effect; nearly all actives have a fitted effect of over 50% in size
# Target sequence (O89049 whole entry, looked up): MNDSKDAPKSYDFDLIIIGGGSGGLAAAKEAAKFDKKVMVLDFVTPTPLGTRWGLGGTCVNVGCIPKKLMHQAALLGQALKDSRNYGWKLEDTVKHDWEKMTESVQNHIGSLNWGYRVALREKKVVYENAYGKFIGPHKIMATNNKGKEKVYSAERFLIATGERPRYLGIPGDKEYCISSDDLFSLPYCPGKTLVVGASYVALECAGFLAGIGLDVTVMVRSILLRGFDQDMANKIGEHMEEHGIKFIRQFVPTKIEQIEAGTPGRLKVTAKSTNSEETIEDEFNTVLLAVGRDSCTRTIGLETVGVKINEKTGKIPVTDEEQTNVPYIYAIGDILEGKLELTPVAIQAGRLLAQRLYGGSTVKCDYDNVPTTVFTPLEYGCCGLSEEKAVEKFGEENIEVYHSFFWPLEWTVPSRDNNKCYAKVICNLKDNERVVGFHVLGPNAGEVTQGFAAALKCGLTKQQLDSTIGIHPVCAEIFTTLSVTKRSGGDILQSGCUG
#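 Rat TrxR1, dispensed at 90 nM, was prereduced with 400 uM NADPH (final) for 5 min at ~22 deg C, then incubated with compound 15 min before 400 uM selenite. A first-read NADPH fluorescence drop versus no-compound background flagged substrates.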
# Pin1 inhibitor – blocks the human prolyl isomerase Pin1 | AID 504891 | Q13526 | hit rate 0.009% among 390,000 | Potency, µM (doses to about 115 µM), for the others: at the highest dose activity, negative = inhibition, hits mostly inhibitors | Pin1 FP peptide displacement, HiFluor488, 10 min; active = well fitted inhibition curve with a large enough effect in the polarisation, with a control signal flat, not every such curve was filed as active; inconclusive = small, poorly fitted or top-dose-only effect, or effect the other way, or a change in a side signal; inactive = no such curve, though single readings can be large or run the other way; the % refers to the polarisation; note: potency is the fitted concentration of half-maximal effect; % is set by controls: 0 for no effect and ±100 for the full control effect
# Target sequence (Q13526 whole entry, looked up): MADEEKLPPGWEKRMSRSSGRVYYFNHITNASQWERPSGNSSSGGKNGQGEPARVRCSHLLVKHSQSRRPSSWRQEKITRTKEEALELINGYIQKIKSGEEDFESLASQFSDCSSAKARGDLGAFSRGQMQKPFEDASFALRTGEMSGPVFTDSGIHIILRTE
# USP1-UAF1 inh – USP1/UAF1 (human) deubiquitinase inhibition. O94782. recombinant USP1/UAF1, Ub-Rhodamine cleavage fluorescence. Potency, µM (highest dose often 57.1 µM), for inactives: at the top dose activity change, negative = inhibition, actives largely listed as inhibitors. hit rate 0.23% among 390,000; note: potency is the fitted concentration of half-maximal effect; % is set by controls: 0 for no effect and ±100 for the full control effect; nearly all actives have a fitted effect of over 60% in size; inactives centre near -12
#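 USP1/UAF1 complex at 1 nM was preincubated with compound for 15 min at room temperature, then Ub-Rho substrate (150nM final) was added. Fluorescence (480/540 nm) was read kinetically, 6 reads every 60 seconds.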
# TRHR enhancer – TRH receptor (human) allosteric enhancement; P34981; TRHR cells, fluo-8 calcium fluorescence, EC20 TRH enhancement; enhancement, % at 2 µM; hit rate 0.66% among 360,000; AID 493056; in the data active = enhancement above about 30%; note: 0% is about no effect
#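 Enhancer read-out: after compound pinning and an initial kinetic agonist-mode read, an EC20 of TRH (10 nM final) was injected and fluo-8 calcium signal (Ex 480/Em 530) followed at 1 s/cycle for 100 cycles in TRHR-expressing cells.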
# IDH1 R132H inh – inhibitors of human mutant IDH1 R132H; O75874; AID 602179; IDH1-R132H enzyme, NADPH consumption, diaphorase/resazurin fluorescence; hit rate 0.093% among 390,000; Potency, µM (highest dose often 76.6 µM), without a hit: at the top dose activity change, negative = inhibition, hits mostly inhibitors; note: potency is the fitted concentration of half-maximal effect; % is set by controls: 0 for no effect and ±100 for the full control effect; nearly all actives have a fitted effect of over 65% in size
#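 IDH1-R132H (0.5 ug/mL dispensed) in pH 7.5 Tris buffer was preincubated 30 min with compound, then given a substrate mix of 0.016 mM NADPH and 2 mM alpha-KG for 80 min at room temperature; remaining NADPH was read by diaphorase/resazurin fluorescence.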
# rTrxR1 inhibitor – rat TrxR1 inhibition; O89049; recombinant rTrxR1, NADPH fluorescence consumption, selenite substrate; Potency, µM (doses to about 114 µM), without a hit: at the highest dose activity change, negative = inhibition, actives largely listed as inhibitors; hit rate 1% among 390,000; note: potency is the fitted concentration of half-maximal effect; % is set by controls: 0 for no effect and ±100 for the full control effect; nearly all actives have a fitted effect of over 65% in size
#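 Rat TrxR1 (90 nM in the dispensed reagent) was pre-reduced with 400 uM NADPH for 5 min at room temperature, then incubated with compound for 15 min. After 400 uM selenite was added, NADPH fluorescence (Ex 340/Em 450 nm) was followed for 8 min.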
# * hit, by the source's call; ? = inconclusive; . = no result given; [ ] = another dose, or the depositor's remark. Unless noted, calls come from the whole dose curve; as a rule, active = well fitted inhibition curve with a large enough effect; inconclusive = small, poorly fitted or top-dose-only effect; inactive = no such curve, though single readings can be large or run the other way.
# Each structure is followed by: TRHR agonist | D2 ag | D2 antag | TrxR1 substrate | Pin1 inhibitor | USP1-UAF1 inh | TRHR enhancer | IDH1 R132H inh | rTrxR1 inhibitor
1: CCN(CC)S(=O)(=O)c1ccc2[nH]cc(C(=O)NCCCN3CCCCC3C)c(=O)c2c1 (stereo not drawn)
 : 0.4 | 0.4 | 17 | 13% | -3% | -5% | -2 | -1% | -2%
2: Cn1c(CCNC(=O)OC(C)(C)C)n[nH]c1=S
 : 0.2 | 0.5 | 9 | -1% | 5% | 4% | 4 | -1% | ?
3: CC(C)NC(=O)CC1(C(=O)NCc2ccc(Cl)cc2)CCCC1
 : -0.3 | 0.5 | 2 | 4% | -1% | -7% | 5 | -7% | 35%
4: CN(CC(=O)Nc1ccccc1F)CC(=O)Nc1ccccc1Br
 : -0.1 | -2.4 | -9 | 10%[57.1 µM] | -6% | -10% | -2 | 5% | 15%[57.1 µM]
5: CCOC(=O)c1ccccc1NC(=O)CSc1nc(=O)[nH]c2c1CCC2
 : -0.5 | 1.0 | . | 1%[57.1 µM] | 0% | ? | 2 | -8% | 10%[57.1 µM]
6: O=C(CCc1nnc(COc2ccccc2)o1)NCc1ccccc1C(F)(F)F
 : 0.2 | 0.2 | -2 | 3% | 7% | -19% | -4 | 4% | 22%
7: CN(C)c1nc2c(c(=O)[nH]c(=O)n2C)n1CCOc1ccccc1
 : 0.2 | 0.6 | 5 | 1% | 3% | -22% | -10 | 13% | 12%
8: O=C(CCN1C(=O)c2ccc([N+](=O)[O-])cc2C1=O)Nc1ccccc1C(=O)O
 : 0.8 | -0.3 | 0 | -1% | -6% | -5% | 0 | 5% | -12%
9: O=C(Nc1ccnn1C1CCN(C2CCC2)CC1)c1cccc(F)c1
 : 1.0 | -0.3 | -3 | 3%[57.1 µM] | -2% | -6% | -4 | -9% | 19%[57.1 µM]
10: Cc1ccc(NC(=O)CSc2nnc(-c3cccs3)o2)cc1S(=O)(=O)N(C)C
 : -0.6 | -1.7 | -3 | . | . | . | -1 | . | .
11: COc1ccc(N2CCN(C3CCCN(Cc4ccc(F)c(F)c4)C3)CC2)cc1 (stereo not drawn)
 : -0.4 | . | . | 2% | -4% | -13% | 0 | 14% | 26%
12: CN(CC(=O)Nc1ccccc1F)S(=O)(=O)c1ccc2c(c1)n(C)c(=O)c(=O)n2C
 : 0.0 | . | . | 3% | -4% | -24% | -2 | 3% | 8%
13: CCN(CC)C(=O)c1sc2c(c1C)c(=O)n(Cc1ccccc1)c(=O)n2Cc1cc(C)ccc1C
 : 0.0 | -0.3 | . | 5%[57.1 µM] | 19% | -7% | 0 | -11% | 24%[57.1 µM]
14: O=C(NCc1cccnc1)C(=O)NCC1OCCCN1S(=O)(=O)c1ccccc1 (stereo not drawn)
 : -1.3 | 0.4 | 11 | 3% | -4% | -24% | 2 | -2% | 6%
15: OCC1(CCOc2ccccc2)CCN(Cc2ccc(OC(F)F)cc2)CC1
 : 1.7 | 1.1 | -12 | 0% | -12% | 0% | 0 | 10% | 20%
16: On1c2c(c3c4nonc4ccc31)CCCC2
 : -0.3 | 0.3 | -24 | . | . | . | 5 | . | .
17: CC(=O)Nc1ccc(NC(=O)CSc2nnc(-c3cccs3)n2C)cc1
 : 0.3 | . | . | 15%[57.1 µM] | 1% | -18% | 12 | 6% | 31%[57.1 µM]
18: N#Cc1ccc(CN2CCN(CC(=O)NCCc3ccc(Cl)cc3Cl)CC2)cc1
 : -0.8 | 0.0 | -34 | 6% | 8% | -16% | 17 | 7% | 5%
19: COc1ccc(OC)c(NC(=O)Cn2c(=O)n(Cc3nc(C)no3)c(=O)c3ccccc32)c1
 : 0.3 | . | . | -3% | 1% | -10% | 3 | -10% | 13%
20: CNc1nc(OCC(F)(F)F)nc(N2CCOCC2)n1
 : 0.2 | 0.4 | -29 | 8%[57.1 µM] | -8% | -8% | -1 | 3% | 20%[57.1 µM]

# Among those listed so far, 4 contain an NH in an aromatic ring:
# Each structure is followed by: TRHR agonist | D2 ag | D2 antag | TrxR1 substrate | Pin1 inhibitor | USP1-UAF1 inh | TRHR enhancer | IDH1 R132H inh | rTrxR1 inhibitor
1: CCN(CC)S(=O)(=O)c1ccc2[nH]cc(C(=O)NCCCN3CCCCC3C)c(=O)c2c1 (stereo not drawn)
 : 0.4 | 0.4 | 17 | 13% | -3% | -5% | -2 | -1% | -2%
2: Cn1c(CCNC(=O)OC(C)(C)C)n[nH]c1=S
 : 0.2 | 0.5 | 9 | -1% | 5% | 4% | 4 | -1% | ?
5: CCOC(=O)c1ccccc1NC(=O)CSc1nc(=O)[nH]c2c1CCC2
 : -0.5 | 1.0 | . | 1%[57.1 µM] | 0% | ? | 2 | -8% | 10%[57.1 µM]
7: CN(C)c1nc2c(c(=O)[nH]c(=O)n2C)n1CCOc1ccccc1
 : 0.2 | 0.6 | 5 | 1% | 3% | -22% | -10 | 13% | 12%

# Along the list, as entered above:
# Pin1 inhibitor, entries 15–18, in order: -12%, ., 1%, 8%
# TRHR agonist, entries 15–18, in order: 1.7, -0.3, 0.3, -0.8
# IDH1 R132H inh, entries 15–18, in order: 10%, ., 6%, 7%

# Continuation.
# Each structure is followed by: TRHR agonist | D2 ag | D2 antag | TrxR1 substrate | Pin1 inhibitor | USP1-UAF1 inh | TRHR enhancer | IDH1 R132H inh | rTrxR1 inhibitor
21: COc1cc(C(=O)N=c2sc3c(C)ccc(OC)c3n2C)cc(OC)c1OC
 : 0.0 | -0.2 | -9 | 37%[activator] | -10% | -17% | -9 | -9% | 42%[activator]
22: Cc1ccccc1CNC(=O)C(=O)NCC(c1ccc2c(c1)OCO2)N1CCOCC1 (stereo not drawn)
 : -0.1 | 1.0 | . | -4%[57.1 µM] | -1% | -22% | -2 | -7% | -6%[57.1 µM]
23: CCCNC(=O)c1ccccc1NC(=O)c1ccccc1N(C)S(C)(=O)=O
 : -1.1 | 0.4 | 0 | 9%[57.1 µM] | -6% | -13% | 7 | 1% | 13%[57.1 µM]
24: COC(=O)c1ccc(C23CC4(C2)[C@H](CN(Cc2ccc(C(F)(F)F)cc2)[C@@H]4c2ccccc2)C3c2ccc(Cl)nc2)cc1 (stereo partly drawn)
 : 0.7 | 0.0 | -8 | 5% | 57%[activator] | ? | 5 | -2% | -17%
25: COc1cccc2cc(-c3cn4cccc(C)c4n3)c(=O)oc12
 : . | . | . | 3% | -3% | 4% | . | 2% | -8%
26: CN1C(=O)CC(C(=O)O)SC1=Nc1ccc(F)cc1 (stereo not drawn)
 : 0.1 | 0.7 | 2 | 8%[57.1 µM] | -10% | -9% | -6 | 0% | 10%[57.1 µM]
27: Cc1cccc(C)c1NC(=O)C1(NC(=O)C2CCCN2C(=O)OC(C)(C)C)CCCCC1 (stereo not drawn)
 : -0.3 | . | . | 1%[57.1 µM] | 0% | -9% | -7 | -3% | -8%[57.1 µM]
28: COC(C[C@@H](O)C[C@H](O)[C@H](C)OCc1ccccc1)OC
 : . | . | . | 2% | 4% | -27% | . | -2%[38.3 µM] | 10%
29: Cc1ccc(CNC(=O)c2ccc(N3CCC4(CC3)CC(c3cccc(Br)c3)=NO4)c(NC(=O)c3c(Cl)cccc3Cl)c2)cc1
 : 0.6 | 0.5 | 12 | 9%[57.1 µM] | 25% | -22% | 5 | -10% | 21%[57.1 µM]
30: CC(O)C(NS(=O)(=O)c1ccc(Cl)cc1)C(=O)OCC(=O)N1CCN(c2ccccc2)CC1 (stereo not drawn)
 : 0.4 | 0.9 | -7 | -7% | 1% | -16% | 1 | 6% | 1%
31: CC(=O)N1CCn2c3ccc(C)cc3c3cccc1c32
 : -0.2 | 0.0 | -1 | -5% | ? | -25% | -5 | 1% | 6%
32: Fc1ccc(N=c2ssnc2Cl)c(F)c1
 : 2.7 | 1.0 | 2 | -4%[57.1 µM] | -2% | -31% | 5 | 3% | -9%[57.1 µM]
33: Cc1[nH]c(=O)[nH]c(=S)c1C(=O)Nc1ccc(Cl)c(Cl)c1
 : . | . | . | 1% | -6% | -20% | . | 4% | 17%
34: COc1ccc(N2CCN(C(=O)Cn3cnc4c(cnn4-c4ccccc4)c3=O)CC2)cc1
 : -0.5 | 1.5 | -20 | 9%[57.1 µM] | 2% | -15% | 3 | 15% | 11%[11.4 µM]
35: Cc1ccc(NC(=O)COC(=O)c2oc3ccccc3c2C)cc1S(=O)(=O)N1CCOCC1
 : 0.4 | 0.1 | 8 | 4% | 45%[activator] | -8% | 3 | -7% | 17%
36: CC1=CC(=O)c2c(O)ccc(O)c2C1=O
 : 1.9 | 0.0 | 12 | . | . | . | -1 | . | .
37: Cc1oc(-c2ccccc2F)nc1CS(=O)(=O)CC(=O)NCc1ccco1
 : -0.5 | -1.2 | 16 | 13%[57.1 µM] | -6% | -14% | -4 | -9% | ?
38: Nc1ccccc1NC(=O)c1ccccc1N
 : 1.0 | -0.1 | 1 | 90%[activator] | 6% | -2% | -3 | -5% | 1%
39: NC(=O)c1cc(NC(=O)CCCc2nc3ccccc3s2)cc(C(N)=O)c1
 : 0.3 | 0.2 | -11 | -1% | -16% | -5% | 1 | -2% | 9%
40: COc1ccc(C2C(C(=O)Nc3ccccc3)=C(C)Nc3nc(CCCO)nn32)cc1 (stereo not drawn)
 : 0.1 | 0.2 | -6 | 1%[57.1 µM] | 4% | -16% | -13 | 2% | 3%[57.1 µM]
41: CC(=O)c1cn(N2CCCCC2)c(=O)[nH]c1=O
 : 0.5 | 0.3 | -22 | -11% | -2% | -9% | 6 | 0% | -7%
42: CCOc1ccc(CNCCCSc2nnnn2C)cc1OC
 : 0.5 | 0.3 | . | -7% | -4% | -6% | -4 | 20% | 5%
43: CCOP(=O)(OCC)C(Nc1ccc(OC)cc1)c1ccco1 (stereo not drawn)
 : -0.5 | -0.4 | -8 | 7% | 6% | -7% | -3 | 14% | 19%
44: CCS(=O)(=O)N1CCC(C(=O)NCCN2CCN(Cc3ccccc3)CC2)CC1
 : 0.2 | -0.7 | 4 | 10% | 0% | 8% | 6 | 4% | 19%

# These rows are one share of the data; rates above refer to the full screens.
